# Assay outcomes: PubChem BioAssay, several laboratories
# KCC2 mod – KCC2 (human) Cl- transport modulation | KCC2 cells, thallium flux FluoZin-2 fluorescence | AID 1456 | 190,000 tested, 2.2% active | Q9H2X9 | B-score of Tl+ flux slope (higher = more flux/activation; lower = inhibition) at 10 µM;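 active = thallium flux slope and its plate-corrected score both differing from the plate sample mean at a set confidence after two filtering rounds, in either direction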;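 also: slope of fluorescence scaled to starting intensity during 10 to 20 s after thallium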
# FXIIa inh – inhibitors of human coagulation factor XIIa | 220,000 tested, 0.3% active | P00748 | purified FXIIa, Boc-QGR-AMC fluorogenic substrate, 2 h | inhibition, % at 5 µM; in the data active = inhibition above about 40%;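 also: 0% = enzyme with no compound and 100% = blank without enzyme; many of its hits are not listed in these tables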
# Thrombin inh – inhibitors of human thrombin | alpha-thrombin, Boc-VPR-AMC fluorogenic substrate cleavage | inhibition, % at 5 µM | 220,000 tested, 0.26% active | AID 1046;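 active = inhibition at or above 40%; inactive = inhibition below 40%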;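 also: 0% = enzyme with no compound and 100% = wells without enzyme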
#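 Material: human alpha-thrombin protein; Also added: Boc-VPR-AMC substrate, 15 µM final; Timing: enzyme reaction carried out at room temperature; Signal: fluorescence, ex 355 nm, em 460 nm; Measure: % inhibition of thrombin; Controls: enzyme without compound as high, wells lacking enzyme as low.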
# Rad51 HR inh – Rad51 (human) homologous recombination inhibition. Q06609. hRad51 DNA strand exchange, fluorescence dequenching. inhibition, % at 10 µM. 200,000 tested, 0.085% active. AID 1385;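 active = inhibition above 40% at the single screening dose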;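 also: 0% = DMSO control wells and 100% = blanks with heterologous ssDNA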
# Target sequence (Q06609 whole entry, looked up): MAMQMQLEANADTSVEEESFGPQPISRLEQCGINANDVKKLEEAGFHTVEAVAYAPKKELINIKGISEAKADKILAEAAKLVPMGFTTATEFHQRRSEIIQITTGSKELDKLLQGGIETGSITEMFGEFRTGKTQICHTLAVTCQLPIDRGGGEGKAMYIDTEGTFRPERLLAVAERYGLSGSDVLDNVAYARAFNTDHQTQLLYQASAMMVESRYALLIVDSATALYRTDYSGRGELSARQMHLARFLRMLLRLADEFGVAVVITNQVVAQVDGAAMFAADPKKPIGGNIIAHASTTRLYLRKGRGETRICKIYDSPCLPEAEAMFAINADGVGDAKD
#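 material = hRad51 filaments on single-stranded DNA | reagent = Donor/quencher-labelled 47-bp dsDNA substrate | compound = 10 µM final, single point | schedule = strand-exchange reaction 15 min at room temperature | measured by = fluorescein emission 520 nm, excitation 485 nm | read-out basis = % inhibition versus plate control and blank means | benchmarks = plate controls and plate blanks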
# hK5 inh – kallikrein 5 (human) inhibition; Q9Y337; recombinant hK5, fluorogenic AMC substrate cleavage; 210,000 tested, 0.59% active; AID 873; inhibition, % at 5 µM;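 active = inhibition of 40% or more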;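 also: 0% = enzyme controls without compound and 100% = no-enzyme blanks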
# TNF death inh – inhibitors of TNF-alpha induced necroptosis in Jurkat FADD-/- cells | Jurkat FADD-/- TNF necroptosis rescue, ATP luminescence, 24 h; 0 = TNF only, 100 = no-TNF cells | activation (protection from cell death), % at 10 µM | 220,000 tested, 0.068% active | AID 463075;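 active = activation, meaning protection from cell death, of at least 50% relative to plate controls; inactive = activation below 50%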;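 also: necroptosis triggered by 40 ng/mL TNF-alpha added together with compound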
# FXIa inh – inhibitors of human coagulation factor XIa; AID 798; inhibition, % at 5 µM; purified FXIa, Boc-Glu-Ala-Arg-AMC fluorogenic substrate; 220,000 tested, 0.14% active;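 active = inhibition of at least 40%; inactive = inhibition below 40%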;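 also: fluorescence of freed AMC excited at 355 nm; 0% = enzyme without compound and 100% = no enzyme blank; many of its hits are not listed in these tables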
# L929 necroptosis – blocks zVAD induced death of L929 cells | 220,000 tested, 0.38% active | L929 zVAD necroptosis rescue, ATP luminescence, 24 h; with zVAD 60 µM | viability rescue, % at 10 µM;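 active = activation, scaled between plate controls, above about 75%, limit read from the data; inactive = activation under that limit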;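 also: 0% = zVAD with DMSO and 100% = DMSO alone without zVAD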
# Hck-Nef inh – blocks Nef-activated human Hck kinase | Recombinant Hck-YEEI plus Nef, Z-Lyte FRET kinase assay | inhibition, % at 20 µM | 220,000 tested, 0.68% active | AID 463187;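 active = Hck-Nef kinase inhibition above about 50%, limit read from the data; inactive = inhibition below that limit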;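 also: 0% = DMSO with Hck plus Nef and 100% = Hck alone without Nef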
# Target sequence (P08631 whole entry, looked up): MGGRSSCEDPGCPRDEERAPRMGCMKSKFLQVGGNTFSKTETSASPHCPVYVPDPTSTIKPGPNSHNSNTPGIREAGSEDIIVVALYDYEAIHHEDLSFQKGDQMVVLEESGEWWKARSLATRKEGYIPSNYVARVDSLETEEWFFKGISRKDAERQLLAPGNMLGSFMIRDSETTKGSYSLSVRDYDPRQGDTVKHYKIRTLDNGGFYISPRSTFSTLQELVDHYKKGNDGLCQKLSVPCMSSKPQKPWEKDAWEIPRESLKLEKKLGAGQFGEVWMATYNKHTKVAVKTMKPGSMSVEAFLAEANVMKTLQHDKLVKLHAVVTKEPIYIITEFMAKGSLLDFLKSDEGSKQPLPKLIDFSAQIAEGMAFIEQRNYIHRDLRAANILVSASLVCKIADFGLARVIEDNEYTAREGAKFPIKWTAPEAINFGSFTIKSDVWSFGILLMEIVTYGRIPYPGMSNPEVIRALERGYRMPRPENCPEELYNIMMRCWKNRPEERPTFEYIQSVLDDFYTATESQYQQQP
# Starred values were filed as active, the others as inactive; nt = no result given. An excerpt; the hit share may differ from the screen's.
# Key to letters: A = KCC2 mod; B = FXIIa inh; C = Thrombin inh; D = Rad51 HR inh; E = hK5 inh; F = TNF death inh; G = FXIa inh; H = L929 necroptosis; I = Hck-Nef inh
1	N#Cc1c(Nc2ccccc2)c(/C=N/N=C/c2ccccc2)c[nH]c1=O
  A: -0.97; B: 10; C: -8; D: 2; E: -3; F: 2.0; G: -1; H: 3.2; I: 2

2	CC(C)(C#N)NC(=O)c1ccco1
  A: 0.026; B: 4; C: 0; D: -3; E: 0; F: 1.7; G: -4; H: 1.7; I: -12

3	COc1ccc(CNC(=O)Nc2cccs2)cc1OC
  A: nt; B: 14; C: -1; D: 0; E: -35; F: 1.8; G: 7; H: 0.2; I: 1

4	O=C(Nc1nccs1)C1C2CC3OC(=O)C1C3C2 (stereo not drawn)
  A: 1.8; B: 25; C: 3; D: -3; E: -11; F: -1.1; G: 4; H: 0.6; I: 7

5	COC(=O)c1sc(C(C)(C)C)cc1CS(=O)(=O)c1ccccn1
  A: -1.5; B: 4; C: -1; D: 13; E: 2; F: 1.2; G: 0; H: 0.3; I: 9

6	CCCCCSc1nnc2c(n1)OC(C)N(C(C)=O)c1ccccc1-2 (stereo not drawn)
  A: nt; B: 20; C: 9; D: 7; E: -3; F: -3.7; G: 10; H: -0.8; I: 3

7	Cc1noc(C)c1C(=O)OCC(=O)c1cc(C)n(Cc2ccccc2Cl)c1C
  A: nt; B: 20; C: -3; D: 9; E: -12; F: -2.4; G: 3; H: -0.1; I: 6

8	CC1CCCN(C(=O)CSc2nnc(-c3cccnc3)n2C2CCCCC2)C1 (stereo not drawn)
  A: 0.32; B: 8; C: -6; D: -7; E: -7; F: -3.0; G: -4; H: 0.0; I: 1

9	O=C(NNC(=O)c1ccccc1[N+](=O)[O-])Nc1ccccc1C(F)(F)F
  A: -0.27; B: 6; C: -6; D: 0; E: -2; F: 0.6; G: -6; H: 6.8; I: 17

10	Cc1ccc(CNCc2cccnc2)cc1
  A: -0.13; B: 15; C: 2; D: -4; E: -6; F: 1.0; G: 6; H: 1.7; I: -21

11	O=C(O)CN1CCCCCC1=O
  A: -0.68; B: 8; C: 18; D: 14; E: 3; F: -0.6; G: 0; H: 4.3; I: 24

12	Cc1cccc(N/C=C/c2onc(C)c2[N+](=O)[O-])c1
  A: -0.17; B: 11; C: 0; D: -85; E: -2; F: 0.1; G: 6; H: 0.1; I: 1

13	CCOC(=O)CN(c1cc([N+](=O)[O-])ccc1OC)S(C)(=O)=O
  A: 0.29; B: 7; C: 6; D: 10; E: -32; F: 0.3; G: -1; H: 0.3; I: -1

14	[O-][N+]12CC[N+]([O-])(CC1)c1ccccc12
  A: -0.14; B: 0; C: 0; D: 0; E: -2; F: 1.5; G: 4; H: 1.3; I: -1

15	Cc1c(C)n(C)c2ccc(C(=O)Nc3cccc4ccccc34)cc12
  A: -2.7; B: 4; C: -1; D: -9; E: -2; F: -4.6; G: -5; H: 0.3; I: -2

16	CCOC(=O)/C(C#N)=C/c1c(Oc2cccc(C)c2)nc2c(C)cccn2c1=O
  A: 0.11; B: 8; C: -1; D: -11; E: -22; F: -0.5; G: 5; H: 0.7; I: 4

17	CCC(=O)Nc1ccc(C(=O)CSc2nnc(-c3ccc(NS(=O)(=O)CC)cc3)o2)cc1OC
  A: 0.1; B: 14; C: 3; D: -1; E: 5; F: 0.6; G: 2; H: -0.3; I: 49

18	Cc1cccc(OCc2nnc(SCC(=O)N3CCN(C(=O)c4ccco4)CC3)n2C)c1C
  A: 0.35; B: 2; C: 4; D: -11; E: -14; F: -1.3; G: 1; H: -0.7; I: 0

19	c1ccc(-c2cc3c(N4CCCCC4)ncnc3s2)cc1
  A: 0.07; B: 1; C: -5; D: -18; E: -8; F: 0.0; G: -6; H: 6.9; I: 27

20	Cc1onc(-c2ccccc2)c1CNS(=O)(=O)c1ccccc1
  A: -0.014; B: 8; C: -2; D: 6; E: -1; F: -2.2; G: 3; H: -1.2; I: 12

21	CC(C)c1cc(Br)ccc1OCCN1C(=O)NC(C)(C)C1=O
  A: -1.2; B: 12; C: -2; D: nt; E: nt; F: 0.3; G: 3; H: 0.9; I: 7

22	Clc1ccccc1/C=C/c1nc(-c2ccccn2)no1
  A: -0.41; B: 5; C: -3; D: 14; E: 1; F: -3.5; G: -5; H: 1.0; I: 2

23	O=C(OCn1nnc2ccccc2c1=O)C12CC3CC(CC(O)(C3)C1)C2
  A: nt; B: 8; C: -1; D: 3; E: -27; F: 1.2; G: 0; H: 0.3; I: 22

24	CC(C)(C)NS(=O)(=O)c1ccc2c(c1)oc(=O)c1cc(S(=O)(=O)NC(C)(C)C)ccc12
  A: nt; B: 6; C: -4; D: 4; E: -3; F: -2.1; G: -1; H: -0.2; I: 2

25	FC(F)(F)c1cccc(N2CCN(Cc3cccnc3)CC2)c1
  A: -0.93; B: 3; C: 7; D: 1; E: -33; F: 0.7; G: -8; H: 0.8; I: -8

26	C[C@@H](C(=O)NCc1ccccc1)[C@H]1C[C@]1(C)[C@H](NC(=O)OCc1ccccc1)c1ccccc1
  A: 0.33; B: 14; C: 3; D: -7; E: -5; F: -0.3; G: 8; H: -0.8; I: -5

27	O=C(NCCCCc1ccccc1)c1ccc(Br)o1
  A: -3.1; B: 12; C: -3; D: 3; E: 0; F: 1.0; G: 4; H: -0.2; I: 10

28	Cc1noc(C)c1C(=O)OCC(=O)C12CC3CC(CC(C3)C1)C2
  A: 0.13; B: 7; C: -12; D: -4; E: -10; F: -0.2; G: 0; H: 7.6; I: 25

29	COc1ccc(C2CC(c3ccc(Cl)cc3Cl)Nc3nc(N)nn32)cc1 (stereo not drawn)
  A: -0.56; B: 16; C: -3; D: 2; E: -7; F: -1.9; G: 4; H: 0.4; I: 21

30	COc1cc(NC(=O)c2cccs2)ccc1NC(=O)c1cc2ccccc2o1
  A: -0.044; B: 4; C: -3; D: 14; E: -3; F: 1.0; G: -6; H: 78*; I: 19

31	CCOC(=O)Cn1c(CN2CC(C)OC(C)C2)nc2c1c(=O)n(C)c(=O)n2C (stereo not drawn)
  A: 0.056; B: 11; C: -3; D: -7; E: 2; F: 1.0; G: 2; H: 3.1; I: -2

32	COC(C[C@@H]1O[C@H]1[C@@H](O)COCc1ccccc1)OC
  A: -0.079; B: 3; C: -4; D: 6; E: -1; F: -0.5; G: -3; H: -0.9; I: 26

33	FC(F)(F)c1ccc(/C=N/N2CCN(Cc3ccccc3)CC2)cc1
  A: -0.1; B: 7; C: -4; D: -11; E: -21; F: 2.1; G: -3; H: 0.7; I: 1

34	Cc1ccc(C(=O)CSc2nc(N)cc(=O)[nH]2)cc1
  A: nt; B: -1; C: 2; D: -1; E: 5; F: -0.3; G: 2; H: 1.1; I: 0

35	COCc1nnc(NC(=O)CCC2CCCCC2)s1
  A: nt; B: 8; C: -4; D: 4; E: -5; F: 1.8; G: 8; H: 0.1; I: 0

36	CCCCN(C(=O)Cc1cccc(F)c1)c1c(N)n(CCC)c(=O)[nH]c1=O
  A: 0.92; B: 2; C: -3; D: 3; E: -7; F: -0.5; G: -5; H: 1.3; I: 21

37	O=C(O)c1cc(C(=O)C2CCCCC2)c[nH]1
  A: 0.33; B: 6; C: -4; D: -1; E: 11; F: -1.5; G: 1; H: 3.4; I: 22

38	CC(/C=N/NC(=O)c1cc(-c2cccs2)[nH]n1)=C\c1ccccc1
  A: -0.6; B: 4; C: -4; D: 1; E: -4; F: 2.7; G: 3; H: 16; I: 1

39	Cc1csc(NC(=O)Nc2ccc(Cl)cc2)n1
  A: 0.0096; B: 13; C: 2; D: 1; E: -11; F: 2.1; G: 4; H: 23; I: 2

40	CCOC(=O)/C(=N\Nc1cccc(Cl)c1)Sc1nnc(-c2ccc(OC)cc2)n1C
  A: 0.71; B: 5; C: -4; D: -2; E: -16; F: 1.4; G: 2; H: 0.2; I: 5

41	O=C(CCn1cnc2ccccc2c1=O)Nc1ccc(S(=O)(=O)N2CCCC2)cc1
  A: -0.93; B: 18; C: 5; D: 3; E: -25; F: -0.1; G: 0; H: 0.6; I: 1

42	COCCNC(=O)c1onc(CSc2cccc(OC)c2)c1C(=O)O
  A: 0.96; B: 24; C: 5; D: -8; E: 0; F: -3.1; G: 5; H: -0.3; I: 1

43	CCn1c(COc2ccc3c(c2)OCO3)nnc1SCC(=O)O
  A: 0.044; B: 11; C: 2; D: -7; E: -2; F: -1.1; G: 7; H: -0.2; I: 4

44	Cc1ccccc1CNc1ccc(C(CC(N)=O)NC(=O)c2ccc(Br)cc2)cc1[N+](=O)[O-] (stereo not drawn)
  A: 0.43; B: 9; C: 2; D: -3; E: 3; F: 3.4; G: 2; H: 0.8; I: 28

45	N#CC(C(=O)NC1CCCCC1)=C1CCCCCC1
  A: -0.92; B: 23; C: 2; D: nt; E: -2; F: 2.2; G: 19; H: 1.2; I: 4

46	C(=N\Nc1nc(N2CCOCC2)nc(N2CCOCC2)n1)/c1cccnc1
  A: nt; B: 3; C: -7; D: -3; E: -19; F: 0.3; G: -2; H: 1.9; I: 3

47	O=C(CNC(=O)c1cccs1)N/N=C/c1ccco1
  A: 0.76; B: 2; C: -5; D: nt; E: -2; F: 0.2; G: -2; H: 0.3; I: 13

48	O=C(Cn1cnc2c(nnn2-c2ccccc2)c1=O)NCC1CCCO1 (stereo not drawn)
  A: 0.63; B: 11; C: -1; D: -4; E: 3; F: 1.1; G: 5; H: -0.1; I: -3

# 4 compounds out of the list, ordered by number of heavy atoms, highest first.
# Key to letters: A = KCC2 mod; B = FXIIa inh; C = Thrombin inh; D = Rad51 HR inh; E = hK5 inh; F = TNF death inh; G = FXIa inh; H = L929 necroptosis; I = Hck-Nef inh
36	CCCCN(C(=O)Cc1cccc(F)c1)c1c(N)n(CCC)c(=O)[nH]c1=O
  A: 0.92; B: 2; C: -3; D: 3; E: -7; F: -0.5; G: -5; H: 1.3; I: 21

38	CC(/C=N/NC(=O)c1cc(-c2cccs2)[nH]n1)=C\c1ccccc1
  A: -0.6; B: 4; C: -4; D: 1; E: -4; F: 2.7; G: 3; H: 16; I: 1

28	Cc1noc(C)c1C(=O)OCC(=O)C12CC3CC(CC(C3)C1)C2
  A: 0.13; B: 7; C: -12; D: -4; E: -10; F: -0.2; G: 0; H: 7.6; I: 25

39	Cc1csc(NC(=O)Nc2ccc(Cl)cc2)n1
  A: 0.0096; B: 13; C: 2; D: 1; E: -11; F: 2.1; G: 4; H: 23; I: 2

# An excerpt of these results, with values under each structure.
# Results follow in this order: KCC2 mod, FXIIa inh, Thrombin inh, Rad51 HR inh, hK5 inh, TNF death inh, FXIa inh, L929 necroptosis, Hck-Nef inh
37	O=C(O)c1cc(C(=O)C2CCCCC2)c[nH]1
  0.33, 6, -4, -1, 11, -1.5, 1, 3.4, 22
28	Cc1noc(C)c1C(=O)OCC(=O)C12CC3CC(CC(C3)C1)C2
  0.13, 7, -12, -4, -10, -0.2, 0, 7.6, 25
